OXTR potentiate: human OXTR potentiation | P30559 | CHO-OTR cells, Fluo-8 calcium fluorescence, potentiator mode; 0% = oxytocin EC15, 100% = EC100 | activation, % at 3 µM | hit rate 0.061% among 320,000;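 active = activation above that plate's cutoff, the mean activation of tested compounds plus 3 SD, cut at about 6.6% in these data, passing the limit was not always enough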;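 note: 100% uses oxytocin at 75 nM as the full agonist control; some results filed as inactive read as strong as hits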
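Material: human OTR in CHO cells. Compound: 3.0 µM, one dose. Timing: compound 6 min at room temperature before oxytocin, 100 s read. Evaluation: % activation of max/min ratio relative to oxytocin controls. Replication: single well per compound, singlicate. Signal: Fluo-8 calcium dye fluorescence.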
OXTR ag: activates the human oxytocin receptor. P30559. CHO-OTR cells, Fluo-8 calcium fluorescence; normalized: DMSO 0%, oxytocin 100%. activation, % at 3 µM. hit rate 0.32% among 320,000;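 active = activation above the mean of all tested compounds plus 3 SD, cutoff set per screening run, cut at about 20% in these data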;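 note: peak over basal fluorescence ratio from a 100 s FLIPR kinetic read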
TAAR1 agonist: human TAAR1 agonism; Q96RJ0; CHO RD-HGA16 TAAR1, Fluo-8 calcium fluorescence; vehicle wells 0%, saturating PEA agonist 100%; activation, % at 3 µM; hit rate 0.99% among 360,000; AID 624467;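 active = activation above the mean activation of all test compounds in the run plus 3 SD, cut at about 38% in these data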
Target sequence (Q96RJ0 whole entry, looked up): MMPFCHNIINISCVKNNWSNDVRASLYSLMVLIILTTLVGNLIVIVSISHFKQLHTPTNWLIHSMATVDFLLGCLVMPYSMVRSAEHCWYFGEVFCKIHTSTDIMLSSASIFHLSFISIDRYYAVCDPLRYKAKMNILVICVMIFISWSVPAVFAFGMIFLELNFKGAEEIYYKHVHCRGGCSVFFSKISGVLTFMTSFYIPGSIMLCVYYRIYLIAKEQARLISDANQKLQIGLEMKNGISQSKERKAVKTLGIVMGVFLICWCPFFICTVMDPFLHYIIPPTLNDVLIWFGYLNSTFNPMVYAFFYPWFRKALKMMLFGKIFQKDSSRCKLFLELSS
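System: CHO-derived RD-HGA16 cells with stable Gα16 and human TAAR1. Times: 17-24 h plating, Fluo-8 75 min 37 °C, 30 min RT. Measured by: calcium-sensitive Fluo-8 signal, excitation 470-495, emission 515-575 nm. Read-out basis: % activation relative to PEA EC100 response. Control set: DMSO and PEA EC100. Repeats: no replicates (n 1).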
CHO parental Ca: signal in parental CHO cells, OX1R antagonist counter-screen; parental CHO-K1, ATP-induced calcium, Fluo-8 fluorescence; inhibition, % at 5.6 µM; hit rate 0.63% among 330,000; AID 463079;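 active = inhibition above that plate's mean sample inhibition plus 3 SD, cut at about 26% in these data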;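 note: 0% = ATP-challenged DMSO wells and 100% = DMSO wells without ATP; some compounds past the cut are filed as inactive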
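Test system: untransfected parental CHO cell line; also added: ATP stimulus; dosing: 5.6 µM, single dose; signal: calcium-sensitive Fluo-8 fluorescence; measure: percent inhibition of ATP-evoked calcium rise, normalized to controls; benchmarks: low control ATP plus DMSO, high control DMSO only; replication: one well per compound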
CHRM1 PAM: positive allosteric modulators of human M1 muscarinic receptor. activation, % at 3 µM. AID 588819. hit rate 0.088% among 360,000. P11229. CHO-K1 hM1, Fluo-8 calcium fluorescence, ACh EC20; 0% = ACh EC20, 100% = maximal ACh; in the data active = activation above about 19%, passing the limit was not always enough
Target sequence (P11229 whole entry, looked up): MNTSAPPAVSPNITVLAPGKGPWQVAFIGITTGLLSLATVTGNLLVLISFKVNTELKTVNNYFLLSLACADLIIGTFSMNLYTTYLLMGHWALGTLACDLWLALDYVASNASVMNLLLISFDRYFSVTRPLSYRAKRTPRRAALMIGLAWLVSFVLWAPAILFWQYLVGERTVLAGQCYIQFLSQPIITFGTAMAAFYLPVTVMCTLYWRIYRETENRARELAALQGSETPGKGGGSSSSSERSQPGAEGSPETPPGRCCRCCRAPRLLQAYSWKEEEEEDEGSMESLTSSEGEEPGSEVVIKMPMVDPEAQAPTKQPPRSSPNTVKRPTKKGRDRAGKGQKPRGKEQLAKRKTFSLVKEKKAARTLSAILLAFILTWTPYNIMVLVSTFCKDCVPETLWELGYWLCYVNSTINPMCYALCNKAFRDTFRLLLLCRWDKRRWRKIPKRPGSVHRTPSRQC
TAAR1 antagonist: antagonists of human TAAR1; CHO RD-HGA16 TAAR1, Fluo-8 calcium fluorescence, antagonist; inhibition, % at 3 µM; hit rate 1.5% among 360,000;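 active = inhibition above a per-plate cutoff, the mean inhibition of test compounds on that plate plus 3 SD, cut at about 49% in these data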;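 note: 0% = DMSO plus EC80 beta-PEA response and 100% = DMSO alone without agonist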
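System: RD-HGA16 CHO cells with stable hTAAR1 and Gα16 | Probe or stimulus: EC80 β-phenethylamine stimulus | Dosing: 3 µM, single point | Times: Dye loading 75 min at 37 °C, then 30 min room temperature | Measured by: Fluo-8 calcium-sensitive fluorescence | Read-out basis: % inhibition of agonist calcium response | Replicates: n of 1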
V1aR counter: activates human V1a receptor in oxytocin agonist counter-screen. P37288. CHO-V1R cells, Fluo-8 calcium fluorescence, agonist mode; 0% DMSO, 100% 3 nM vasopressin. activation, % at 3 µM. hit rate 0.25% among 320,000;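 active = activation above the mean activation of all tested compounds plus 3 SD, per screening run, cut at about 20% in these data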;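 note: signal is peak over basal fluorescence ratio across a 100 second FLIPR read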
CHRM1 agonist: activates human CHRM1 receptor; CHO-K1 hM1, Fluo-8 calcium fluorescence, agonist mode; 0% DMSO, 100% acetylcholine EC100; hit rate 0.33% among 360,000; P11229; activation, % at 3 µM; AID 588814;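 active = activation above the run's mean compound activation plus 3 SD, cut at about 16% in these data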;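 note: peak over basal fluorescence ratio within a 140 s kinetic read after compound addition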
M1 antag: blocks human M1 muscarinic receptor; CHO-K1 hM1, Fluo-8 calcium fluorescence, ACh EC80 antagonist; inhibition, % at 3 µM; hit rate 1.3% among 360,000; AID 588852;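 active = percent inhibition above its own plate's cutoff, namely the mean of that plate's compound wells plus 3 SD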;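 note: peak over basal fluorescence ratio during 140 s after agonist addition; 0% = ACh EC80 plus DMSO and 100% = DMSO alone without agonist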
* hit, by the source's call.

`CN1CCN(c2ccncc2S(=O)(=O)N2CCCC2)CC1` gave TAAR1 agonist 1, CHRM1 PAM -16, TAAR1 antagonist -5, CHRM1 agonist -7 and M1 antag 13.
For Cc1ccc(S(=O)(=O)NCCC(=O)NNC(=O)c2ccccc2Cl)cc1C the results were TAAR1 agonist -1, CHRM1 PAM -1, TAAR1 antagonist -14, CHRM1 agonist -3 and M1 antag -4.
For CCC1CC(C(=O)Nc2ccccc2)C(=O)O1 (configuration not stated) the results were OXTR potentiate 2, OXTR ag 0.3, TAAR1 agonist 0, CHO parental Ca -3, CHRM1 PAM 3, TAAR1 antagonist -2, V1aR counter -0.2, CHRM1 agonist -3 and M1 antag -3.
`CCOC(=O)CC1C(=O)NCCN1Cc1cccc(C(F)(F)F)c1` (configuration not stated) gave OXTR potentiate -3, OXTR ag -0.5, TAAR1 agonist 0, CHO parental Ca -2, CHRM1 PAM 3, TAAR1 antagonist -13, V1aR counter -0.3, CHRM1 agonist -1 and M1 antag -3.
`COc1ccccc1C(=O)N1CCN=C1c1ccccc1` gave OXTR potentiate -1, OXTR ag 0.8, TAAR1 agonist 5, CHO parental Ca -11, CHRM1 PAM 10, TAAR1 antagonist 0, V1aR counter -0.1, CHRM1 agonist -1 and M1 antag -10.
`C=CCOc1ccc2c(c1)C(=NO)c1cc(OCC=C)ccc1-2` gave OXTR potentiate -7, OXTR ag 0.3, TAAR1 agonist 10, CHO parental Ca -21, CHRM1 PAM 11, TAAR1 antagonist 1, V1aR counter 1.3, CHRM1 agonist 7 and M1 antag -11.
`O=C(c1ccccc1NS(=O)(=O)c1ccccc1[N+](=O)[O-])N1CCCC1` gave OXTR potentiate -11, OXTR ag -0.3, TAAR1 agonist 5, CHO parental Ca -2, CHRM1 PAM -2, TAAR1 antagonist -21, V1aR counter 1.1, CHRM1 agonist -2 and M1 antag 3.
O=C(Cn1cnc2sc3c(c2c1=O)CCCC3)NCC(=O)Nc1ccc(F)cc1F was read as OXTR potentiate 3, OXTR ag -0.9, TAAR1 agonist 12, CHO parental Ca -14, CHRM1 PAM 8, TAAR1 antagonist -30, V1aR counter -0.3, CHRM1 agonist -2 and M1 antag -8.
C(=Nc1ccc(Nc2ccccc2)cc1)c1ccc2ccccc2c1 was read as OXTR potentiate -1, OXTR ag 1.0, CHO parental Ca -9, CHRM1 PAM 5, V1aR counter -0.6, CHRM1 agonist -10 and M1 antag -6.
Screening O=Cc1cnc2ccccc2c1-c1ccccc1 returned OXTR potentiate 9, OXTR ag -1.4, TAAR1 agonist 2, CHO parental Ca 1, CHRM1 PAM 7, TAAR1 antagonist -9, V1aR counter -0.8, CHRM1 agonist -5 and M1 antag -6.
Screening O=C(COc1coc(CN2CCN(c3ccccc3)CC2)cc1=O)Nc1cccc(F)c1 returned OXTR potentiate -2, OXTR ag -0.4, TAAR1 agonist 1, CHO parental Ca -22, CHRM1 PAM 10, TAAR1 antagonist -26, V1aR counter -0.3, CHRM1 agonist 0 and M1 antag -5.
For CCOC(=O)C1CCN(CCC(=O)Nc2cccc(C)c2)CC1 the results were OXTR potentiate -4, OXTR ag 0.9, TAAR1 agonist 5, CHO parental Ca 4, CHRM1 PAM 2, TAAR1 antagonist -19, V1aR counter -0.1, CHRM1 agonist -4 and M1 antag -5.
Screening Cc1ccc(S(=O)(=O)Nc2c(Cl)c(Cl)c(O)c3ccccc23)cc1 returned OXTR potentiate -7, OXTR ag 3.9, CHO parental Ca 2 and V1aR counter 1.0.
CC1(C(=O)NS(=O)(=O)c2ccc(C#N)cc2)CCN1C(=O)Cc1ccc(Cl)cc1Cl (configuration not stated) was read as TAAR1 agonist 0, CHRM1 PAM 19, TAAR1 antagonist 10, CHRM1 agonist -3 and M1 antag -25.
O=C(NCCCN1CCOCC1)c1ccc(CS(=O)(=O)Cc2ccccc2Cl)o1 was read as OXTR potentiate -20, OXTR ag 0.4, TAAR1 agonist 3, CHO parental Ca -9, CHRM1 PAM 4, TAAR1 antagonist -14, V1aR counter -0.5, CHRM1 agonist -3 and M1 antag -2.
Screening O=C(CSc1ncnc2sc(-c3ccccc3)cc12)NC1CCS(=O)(=O)C1 (configuration not stated) returned OXTR potentiate -1, OXTR ag 0.4, TAAR1 agonist 7, CHO parental Ca -4, CHRM1 PAM 4, TAAR1 antagonist 1, V1aR counter 0.9, CHRM1 agonist -7 and M1 antag 5.
Cc1cc(=O)oc2cc(OCC(=O)NCc3cccnc3)ccc12 was read as OXTR potentiate -15, OXTR ag 2.0, TAAR1 agonist 0, CHO parental Ca -10, CHRM1 PAM -3, TAAR1 antagonist 13, V1aR counter 0.5, CHRM1 agonist -4 and M1 antag 1.
Screening Cc1ccc(NC(=O)OCC(F)(F)C(F)F)cc1NC(=O)OCC(F)(F)C(F)F returned OXTR potentiate -5, OXTR ag -1.1, TAAR1 agonist -3, CHO parental Ca 19, CHRM1 PAM -4, TAAR1 antagonist 5, V1aR counter 0.1, CHRM1 agonist -6 and M1 antag 4.
COC(=O)[C@H](CCSC)NC(=O)[C@@H](Cc1cnc[nH]1)NC(=O)OCc1ccccc1 was read as OXTR potentiate -7, OXTR ag -0.1, TAAR1 agonist 5, CHO parental Ca -10, CHRM1 PAM -6, TAAR1 antagonist -18, V1aR counter 0.0, CHRM1 agonist -5 and M1 antag 11.
`C=CCOc1cccc(CNn2nnnc2N)c1` gave OXTR potentiate -1, OXTR ag 3.2, TAAR1 agonist 6, CHO parental Ca 0, CHRM1 PAM 6, TAAR1 antagonist 9, V1aR counter 1.6, CHRM1 agonist -5 and M1 antag -2.
For CCOc1ccc2nc(NC(NC(=O)CC)(C(=O)OC)C(F)(F)F)sc2c1 (configuration not stated) the results were OXTR potentiate -4, OXTR ag -1.0, TAAR1 agonist 5, CHO parental Ca -12, CHRM1 PAM -5, TAAR1 antagonist 5, V1aR counter -1.0, CHRM1 agonist -5 and M1 antag -8.
Screening COc1ccnc(N=CNOCc2ccc(Cl)cc2)c1C#N returned OXTR potentiate -9, OXTR ag 1.2, TAAR1 agonist 3, CHO parental Ca -7, CHRM1 PAM 5, TAAR1 antagonist -24, V1aR counter -0.4, CHRM1 agonist -3 and M1 antag -15.
For CC(=O)c1ccccc1OCCCN1CCCCC1 the results were OXTR potentiate -15, OXTR ag -1.3, TAAR1 agonist 6, CHO parental Ca -29, CHRM1 PAM -19, TAAR1 antagonist 11, V1aR counter 0.0, CHRM1 agonist -5 and M1 antag 38*.
Screening CCc1ccc(OCC(=O)NC(NC(=S)Nc2ccc(Cl)cc2)C(Cl)(Cl)Cl)cc1 (configuration not stated) returned OXTR potentiate -9, OXTR ag 5.9, TAAR1 agonist 10, CHO parental Ca -3, CHRM1 PAM -7, TAAR1 antagonist 19, V1aR counter 10, CHRM1 agonist 3 and M1 antag 25.
Cc1cc2ccccc2n1CCNC(=O)c1ccc(Br)o1 was read as OXTR potentiate -5, OXTR ag 0.8, TAAR1 agonist 1, CHO parental Ca -18, CHRM1 PAM -4, TAAR1 antagonist 2, V1aR counter -0.5, CHRM1 agonist -5 and M1 antag 2.
`Cc1ccc(CNC(=O)CNC(=O)c2ccc(Br)o2)cc1` gave OXTR potentiate -4, OXTR ag 0.2, TAAR1 agonist 0, CHO parental Ca -7, CHRM1 PAM 0, TAAR1 antagonist -18, V1aR counter -0.5, CHRM1 agonist -4 and M1 antag -1.
O=c1oc2ccccc2nc1/C=C(\O)c1ccc(Br)cc1 was read as OXTR potentiate -7, OXTR ag 0.8, CHO parental Ca -5, CHRM1 PAM 20, V1aR counter -0.2, CHRM1 agonist 1 and M1 antag -12.
`CC1(Cc2ccc(OC(F)(F)F)cc2)C(=O)Nc2c(Cl)ccc(Cl)c21` (configuration not stated) gave TAAR1 agonist -1, CHRM1 PAM -13, TAAR1 antagonist 2, CHRM1 agonist -6 and M1 antag 13.
For O=C(CSc1ncccc1C(=O)O)c1ccccc1F the results were OXTR potentiate -8, OXTR ag -0.1, TAAR1 agonist 0, CHO parental Ca -11, CHRM1 PAM 15, TAAR1 antagonist -7, V1aR counter 0.6, CHRM1 agonist 5 and M1 antag 1.
`Fc1ccc(NC(=S)NC23CN4CN(CN(C4)C2)C3)cc1` gave OXTR potentiate -6, OXTR ag -0.6, TAAR1 agonist 4, CHO parental Ca 0, CHRM1 PAM 4, TAAR1 antagonist 6, V1aR counter 0.4, CHRM1 agonist -5 and M1 antag -6.
`COCCn1c(CCC(=O)O)ccc1-c1cccs1` gave OXTR potentiate 1, OXTR ag 0.1, TAAR1 agonist 9, CHO parental Ca -19, CHRM1 PAM 18, TAAR1 antagonist -5, V1aR counter -0.5, CHRM1 agonist -4 and M1 antag -1.
For CCC(C(=O)NCc1ccco1)n1nc(C)n2c(cc3occc32)c1=O (configuration not stated) the results were OXTR potentiate -7, OXTR ag -0.9, TAAR1 agonist 2, CHO parental Ca -14, CHRM1 PAM 1, TAAR1 antagonist -20, V1aR counter 0.7, CHRM1 agonist -4 and M1 antag -2.
Screening Cc1nn(-c2ccccc2)c(=S)c2ccccc12 returned OXTR potentiate -3, OXTR ag -2.1, TAAR1 agonist -1, CHO parental Ca 1, CHRM1 PAM 4, TAAR1 antagonist 1, V1aR counter -1.3, CHRM1 agonist -5 and M1 antag -5.
`Cc1cc(NC(=O)c2cc(-c3ccc4c(c3)OCO4)on2)n(-c2ccccc2)n1` gave OXTR potentiate 5, OXTR ag 0.9, TAAR1 agonist 11, CHO parental Ca -11, CHRM1 PAM 16, TAAR1 antagonist -8, V1aR counter -0.1, CHRM1 agonist 2 and M1 antag -7.
`Nc1ccc[n+](CC(=O)c2ccccc2)c1` gave OXTR potentiate -6, OXTR ag -0.4, TAAR1 agonist 1, CHO parental Ca -12, CHRM1 PAM 9, TAAR1 antagonist -13, V1aR counter 0.2, CHRM1 agonist -6 and M1 antag -13.
Screening Cc1ccc(C)c(C(=O)Nc2ccncc2)c1 returned OXTR potentiate -22, OXTR ag 1.0, TAAR1 agonist 5, CHO parental Ca 4, CHRM1 PAM 10, TAAR1 antagonist -2, V1aR counter 0.6, CHRM1 agonist 0 and M1 antag -9.
COc1cc(OC)c(C(=O)O/N=C(\N)c2ccc(C)cc2)cc1OC was read as OXTR potentiate -15, OXTR ag -1.8, TAAR1 agonist -2, CHO parental Ca -15, CHRM1 PAM 3, TAAR1 antagonist -4, V1aR counter -0.6, CHRM1 agonist -5 and M1 antag 0.
